Screening results deposited in PubChem BioAssay by several laboratories.
KCNQ1 block = inhibitors of human KCNQ1 channel, primary screen, cell-based, thallium flux, high-throughput | 310,000 tested, 1.3% active | Potassium voltage-gated channel subfamily KQT member 1 (Homo sapiens), P51787 | CHO-K1 KCNQ1, FluxOR thallium flux fluorescence; stronger effect = higher value | B-score at 10 µM;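 active = compounds whose thallium flux B-score, printed positive for inhibition, exceeds three library SD while starting fluorescence stays within three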;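 also: channel opened by potassium depolarization with thallium stimulus after 20 min compound exposure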
ANO1 activ = TMEM16A chloride channel activators or potentiators, primary screen, cell-based, HTS; 340,000 tested, 0.3% active; B-score at 10 µM; HEK293 TMEM16A/YFP-H148Q/I152L, iodide quench fluorescence; stronger effect = lower value;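 active = fluorescence-ratio B-score plate-corrected deviation score at least 3 library SD below zero, with starting fluorescence score within 5 deviations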;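 also: channel opened by trigger with iodide after compound preincubation; score built on the fluorescence ratio of max minus min over baseline; more negative score means more quench and so TMEM16A activation or potentiation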
KCNK9 block = KCNK9 potassium channel inhibitors, primary screen, HEK293 cells, thallium flux. 310,000 tested, 1.2% active. B-score at 10 µM. Potassium channel subfamily K member 9 (Homo sapiens), Q9NPC2. FluxOR thallium flux fluorescence; stronger effect = lower value;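 active = ratio B-score over 3 SD below the library mean, with starting fluorescence within 5 SD of its mean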;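 also: negative B-score means less thallium flux so channel inhibition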
Target sequence (Q9NPC2 whole entry, looked up): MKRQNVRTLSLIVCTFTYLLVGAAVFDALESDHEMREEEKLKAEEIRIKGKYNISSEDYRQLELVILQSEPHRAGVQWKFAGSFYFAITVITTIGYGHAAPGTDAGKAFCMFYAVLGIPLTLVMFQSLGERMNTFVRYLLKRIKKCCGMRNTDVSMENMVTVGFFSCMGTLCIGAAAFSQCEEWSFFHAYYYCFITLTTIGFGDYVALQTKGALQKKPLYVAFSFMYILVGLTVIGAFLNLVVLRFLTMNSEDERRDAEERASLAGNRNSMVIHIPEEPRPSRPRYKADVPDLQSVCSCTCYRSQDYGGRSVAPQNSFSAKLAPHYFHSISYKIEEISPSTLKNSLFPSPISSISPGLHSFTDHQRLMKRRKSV
ANO1 block = TMEM16A chloride channel inhibitors, primary screen, cell-based, HTS | HEK293 TMEM16A/YFP iodide influx fluorescence, ionomycin | Anoctamin-1 (Mus musculus), Q8BHY3 | 310,000 tested, 1.2% active | normalized B-score (activity score, 25-100; higher = stronger inhibition) at 10 µM;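 active = ratio plate-corrected score three or more library SD toward inhibition, starting fluorescence score within five deviations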;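 also: score derived from kinetic fluorescence span divided by baseline fluorescence per well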
RGS4 pot = RGS4 potentiators or activators, primary screen, cell-based, HEK293 M3R inducible RGS4, calcium flux | carbachol calcium flux Fluo4; stronger effect = lower value | 310,000 tested, 0.92% active | AID 463111, 2010 | B-score at 10 µM;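 active = B-score of the integrated calcium signal more than 4 SD below the library mean, with starting fluorescence not abnormally high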;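 also: negative B-score means reduced calcium response which marks RGS4 activation or potentiation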
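Also added: carbachol at ECmax as muscarinic agonist stimulus; Assay system: HEK293 cells with stable M3R and inducible RGS4; Timing: overnight RGS4 induction, 30 min dye load 37 °C, 20 min compound RT; Measured by: Fluo4-AM (2 µM) calcium-flux fluorescence, kinetic read.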
HDAC3 inhib = HDAC3 deacetylase inhibitors, primary screen, biochemical, fluorescence, cell-free homogeneous | Histone deacetylase 3 (Homo sapiens), O15379 | inhibition, % at 8.3 µM | recombinant HDAC3, fluorogenic peptide/trypsin coupled | 320,000 tested, 0.15% active | AID 2718, 2010; in the data active = inhibition above about 26%, passing the limit was not always enough
Target sequence (O15379 whole entry, looked up): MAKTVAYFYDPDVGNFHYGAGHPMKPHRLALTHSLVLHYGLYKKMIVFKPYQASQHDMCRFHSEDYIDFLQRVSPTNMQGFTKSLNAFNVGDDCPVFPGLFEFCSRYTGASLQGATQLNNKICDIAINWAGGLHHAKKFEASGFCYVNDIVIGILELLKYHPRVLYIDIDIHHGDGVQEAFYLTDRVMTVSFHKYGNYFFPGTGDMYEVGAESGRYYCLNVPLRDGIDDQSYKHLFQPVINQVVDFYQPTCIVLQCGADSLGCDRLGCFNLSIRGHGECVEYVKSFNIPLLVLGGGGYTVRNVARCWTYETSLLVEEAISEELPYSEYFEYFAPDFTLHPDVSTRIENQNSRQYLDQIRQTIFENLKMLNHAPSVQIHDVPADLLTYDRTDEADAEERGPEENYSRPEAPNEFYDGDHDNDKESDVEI
KCNK3 block = human KCNK3 channel inhibitors, primary screen, CHO cells, FluxOR thallium flux, B-score; Potassium channel subfamily K member 3 (Homo sapiens), O14649; FluxOR fluorescence; stronger effect = lower value; B-score at 10 µM; 340,000 tested, 0.84% active;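 active = B-score under library mean minus 4 SD, starting fluorescence ratio at most library mean plus 5 SD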;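 also: more negative B-score means stronger inhibition of thallium flux through KCNK3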
hERG protect = hERG rescue from dofetilide block, primary screen, cell-based, CHO-hERG, FluxOR thallium flux, dofetilide IC70; Voltage-gated inwardly rectifying potassium channel KCNH2 (Homo sapiens), Q12809; AID 1511, 2009; 310,000 tested, 0.51% active; activation (rescue from dofetilide block), less the hit threshold, % at 10 µM; dofetilide IC70 present;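 active = activation above the mean of controls blocked by dofetilide plus 5 SD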;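 also: thallium influx through hERG after potassium depolarization seen as dye fluorescence rise; in these data hits start at about 4.7%; inactives centre near -7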
KCNQ1 act = potentiators or activators of KCNQ1 channel, primary screen, cell-based, thallium flux, high-throughput. B-score at 10 µM. CHO-K1 KCNQ1, thallium flux FluxOR fluorescence; stronger effect = higher value. Potassium voltage-gated channel subfamily KQT member 1 (Homo sapiens), P51787. 310,000 tested, 0.35% active. AID 2648, 2010;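 active = fluorescence ratio B-score, a plate-corrected score, at least three library SD, with initial intensity B-score within 5 SD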
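Material: CHO-K1 cells stably expressing KCNQ1. Medium: assay buffer for compound exposure, DMSO matched across wells. Reagent: K+/Tl+ depolarizing stimulus. Compound dosing: single-concentration screen. Times: 37 °C overnight plating, 90-min dark dye load, 20-min compound pretreatment. Technique: FluxOR Tl+ flux fluorescence.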
SKKanGAS inh = S. pyogenes SKKanGAS growth inhibitors in kanamycin, primary screen, streptokinase expression inhibitor project, SKKanGAS strain, BacTiter-Glo luminescence; 6 h; inhibition, % at 7.5 µM; 300,000 tested, 1.3% active; AID 1662, 2009;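 active = mean replicate score, as percent of positive control median, at least 50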;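 also: strain carries kanamycin resistance gene driven by streptokinase promoter and grows in 40 µg/ml kanamycin; loss of luminescence reflects streptokinase promoter inhibition or plain growth inhibition; 0% = median of DMSO wells and 100% = positive control at its reference dose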
RGS4 block = RGS4 inhibitors, primary screen, cell-based, HEK293 M3R inducible RGS4, calcium flux; Fluo-4 calcium flux; stronger effect = higher value; triggered by carbachol at its EC20; B-score at 10 µM; 310,000 tested, 0.45% active; AID 463165, 2010;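 active = B-score, a plate-corrected calcium signal, over three deviations above library mean, with baseline fluorescence within five deviations of library mean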;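 also: RGS4 expression induced by doxycycline in cells with stable M3 receptor; B-score is computed from the integrated fluorescence ratio over baseline after carbachol; higher B-score means a larger calcium signal and so more RGS4 inhibition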
Target sequence (P49798 whole entry, looked up): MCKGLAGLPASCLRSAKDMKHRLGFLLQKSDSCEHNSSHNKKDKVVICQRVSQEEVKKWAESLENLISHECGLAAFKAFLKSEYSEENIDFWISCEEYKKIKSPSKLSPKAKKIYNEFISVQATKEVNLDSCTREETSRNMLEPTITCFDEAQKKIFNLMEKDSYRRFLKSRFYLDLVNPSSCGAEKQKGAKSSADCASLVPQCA
Starred values were filed as active, the others as inactive; i = inactive; nt = not tested or not shown. Not a hit list (roughly 6.3% active in at least one column).

SMILES | KCNQ1 block | ANO1 activ | KCNK9 block | ANO1 block | RGS4 pot | HDAC3 inhib | KCNK3 block | hERG protect | KCNQ1 act | SKKanGAS inh | RGS4 block
C=CCN(C(=O)c1csnn1)C(C(=O)NCc1ccc(F)cc1)c1cccs1 (stereo not drawn) | i | i | i | i | i | -3 | i | -7 | i | -2 | i
COCC(=O)OCC(=O)Nc1ccc(Cl)cc1[N+](=O)[O-] | i | i | i | i | i | nt | i | -6 | i | 2 | i
COc1ccc(N2C(=O)CC(Sc3ncn[nH]3)C2=O)c(OC)c1 (stereo not drawn) | i | i | i | i | i | 7 | i | 0 | i | 0 | 12*
O=c1c2ccccc2nc2ccc(N3CCOCC3)nn12 | i | i | i | i | i | -15 | i | -6 | i | 1 | i
CCc1nccn1S(=O)(=O)c1ccc2ccc(C)cc2c1 | i | i | i | i | i | 6 | i | 27* | 28* | nt | i
CC(C)NC(=O)NC(=O)COC(=O)c1cc[n+]([O-])cc1 | i | i | i | i | i | -11 | i | -1 | i | -1 | i
COc1ccc(C2CC(c3cccs3)=NN2c2ccc(C=O)cc2)cc1 (stereo not drawn) | i | nt | i | i | i | 7 | nt | -9 | i | 1 | i
COc1ccc(S(=O)(=O)N2CCCCC2)cc1NC(=O)c1cccnc1SC | i | i | i | i | i | 2 | i | -14 | i | -5 | i
COc1ccc(/C=N/NC(=O)Cn2nc([N+](=O)[O-])cc2C)c(OC)c1OC | i | i | i | i | i | 3 | i | -11 | i | 0 | i
Clc1cccc(OCCCn2ccnc2)c1 | i | i | i | i | i | 6 | i | -6 | i | -3 | i
Cc1ccc(/C=C/C(=O)NC2CCS(=O)(=O)C2)cc1 (stereo not drawn) | i | i | i | i | i | -2 | i | -2 | i | 1 | i
O=C(COc1cccc(C(F)(F)F)c1)Nc1ccc(S(=O)(=O)N2CCCCC2)cc1 | 8* | i | i | i | i | 18 | i | -7 | i | 16 | i
Oc1c(Cl)cc(Cl)c2cccnc12 | i | i | i | nt | i | nt | i | -7 | i | 87* | i
CC(C)(C)C(=O)CSc1ncnc2c1cnn2-c1ccccc1 | i | i | i | i | i | 0 | i | -5 | i | 7 | i
C=CCNC(N)=S | i | i | i | i | i | 2 | i | -7 | i | -3 | i
O=C(CCc1ccccc1)Nc1c(F)c(F)c(F)c(F)c1F | i | i | i | nt | i | nt | i | -9 | i | 0 | i
O=C(CSCC(=O)Nc1nccs1)Nc1ccccc1 | i | i | i | i | i | -2 | i | 0 | i | 2 | i
CC(C)NCC(O)(c1ccc(Cl)cc1)c1ccc(Cl)cc1 | i | i | i | i | i | -5 | i | -5 | i | 2 | i
CN(C)/C=C/C(=O)c1ccc(C(F)(F)F)cc1F | i | i | i | i | i | 11 | i | -11 | i | -6 | i
C=CCOc1ccc(C2/C(=C(\O)c3ccc(F)cc3)C(=O)C(=O)N2CCCN(C)C)cc1 (stereo not drawn) | i | i | i | i | i | -4 | i | -16 | i | 1 | i
CC(NC(=O)Nc1nccs1)(C(F)(F)F)C(F)(F)F | i | i | i | i | i | 6 | i | -4 | i | -3 | i
Cc1ccc(C)c(Cn2nc3c4ccccc4n(Cc4ccccc4)cc-3c2=O)c1 | i | i | i | nt | i | nt | i | 2 | i | 10 | i
CCNC(=O)[C@H]1O[C@@H](n2cnc3c(N)nc(NCCc4ccc(CCC(=O)O)cc4)nc32)[C@H](O)[C@@H]1O | i | i | i | i | i | 6 | i | -2 | i | -6 | i
N/C(=N\OC(=O)CCC1CCCCC1)c1cccnc1 | i | i | i | i | i | -2 | i | -11 | i | 1 | i
O=C(c1ccc2oc(CCCc3ccccc3)nc2c1)N1CCCC1 | i | i | i | i | i | -1 | i | -6 | i | -17 | i
CCOc1ccc(S(=O)(=O)NCc2ccco2)c2ccccc12 | i | i | i | i | i | -2 | i | -11 | i | 0 | i
O=C(NCc1ccco1)C(Cc1ccccc1)N1C(=O)C2C3C=CC(C3)C2C1=O (stereo not drawn) | i | i | i | i | i | 4 | i | -5 | i | nt | i
CC(Sc1ccccc1)C(=O)NN=C1CCCCCCC1 (stereo not drawn) | i | i | i | i | i | 4 | i | -2 | i | -2 | i
CCc1ccc(NC(=O)[C@H](Cc2ccccc2)NC(=O)C2CCN(C(=O)[C@@H](N)CC(C)C)CC2)cc1 | i | i | i | i | i | 3 | i | -6 | i | 4 | i
CCOC(=O)C1(Cc2cccc(Cl)c2)CCCN(C(=O)c2cnn(CC)c2)C1 (stereo not drawn) | i | i | i | i | i | -6 | i | -9 | i | -1 | i
CCN(Cc1ccncc1)C(=O)CCc1nnc(CCC2CCCCC2)o1 | i | i | i | i | i | -3 | i | -10 | i | 4 | i
CN(c1cccc(Cl)c1)S(=O)(=O)c1cccc(C(=O)Nc2nc3ccccc3[nH]2)c1 | i | i | i | i | i | 0 | i | -15 | i | 90* | i
COCCNC(=O)NC(=O)CN1C(=O)NC(Cc2c[nH]c3ccccc23)C1=O (stereo not drawn) | i | i | i | i | i | 8 | i | -7 | i | 2 | i
CNC(=O)CN(c1cccc(Br)c1)S(C)(=O)=O | i | i | i | i | i | 1 | i | -7 | i | 11 | i
Clc1cc(Cl)c(OCc2nc(-c3ccccn3)no2)cc1Cl | i | i | i | i | i | -1 | i | -7 | i | -1 | i
CN1C[C@@H]2C(c3ccc(C(F)(F)F)cc3)C3(c4cccnc4)CC2(C3)[C@H]1c1ccccc1 (stereo partly drawn) | i | i | i | i | i | 2 | i | -10 | i | 4 | i
NS(=O)(=O)c1ccc(CCNC(=O)CNC(=O)Cc2cccc3ccccc23)cc1 | i | i | i | i | i | nt | i | -3 | i | 5 | i
CCCCOc1ccc(C(=O)N/C(=C/C=C/c2ccccc2)C(=O)O)cc1 | i | i | i | i | i | 7 | i | -8 | i | -5 | i
Cc1ccc(C)n1-c1c(C(=O)NN)cnn1-c1ccccc1 | i | i | i | i | i | 1 | i | 0 | i | 3 | i
CCc1cc(=O)oc2cc(OC(=O)CN3C(=O)NC4(CCCC4)C3=O)ccc12 | i | i | i | i | i | -106 | i | -11 | i | 12 | i
O=C(COc1ccccc1F)Nc1nnc(C2CCCC2)s1 | i | i | i | i | i | 5 | i | -8 | i | 3 | i
CSc1ccc(C(=O)C2CCCN(C(=O)c3cccc(N4CCOCC4)c3)C2)cc1 (stereo not drawn) | i | i | i | i | i | 2 | i | -16 | i | 8 | i
COc1ccc(NC(=O)c2ccc(COc3ccccc3Br)o2)c(OC)c1 | i | i | i | i | i | 7 | i | -3 | i | 1 | i
CNC(=O)c1[nH]cnc1C(=O)N[C@@H](C)C(=O)OCc1ccccc1 | i | i | i | i | i | 0 | i | -10 | i | -1 | i
COc1ccc(Cc2nc3ccc(C(=O)NC(C)Cc4ncccc4C)cc3o2)cc1OC (stereo not drawn) | i | i | i | i | -7* | 1 | i | -15 | i | 3 | i
CCOC(=O)c1[nH]c2ccc(OC)cc2c1NC(=S)N1CCN(c2ccccn2)CC1 | i | i | i | i | i | nt | i | -13 | i | -7 | i
O=C(OCc1ccc(Cl)cc1Cl)c1cccnc1Cl | i | i | i | i | i | 1 | i | -12 | i | 10 | i
O=C(Nc1ccc2nc3n(c(=O)c2c1)CCCCC3)c1c(F)ccc([N+](=O)[O-])c1F | i | i | i | i | i | 1 | i | -13 | i | 19 | 5.2*
CC(C)CCOc1ccc(C(=O)NCCC(=O)N2CCOCC2)cc1 | i | i | i | i | i | -1 | i | -15 | i | 4 | i
CCOC(=O)C(CC)/C(C)=N\NC(=O)c1cccc(C)c1 (stereo not drawn) | i | i | i | i | i | 2 | i | -16 | i | 9 | i
Cc1ccc2cc(CN(CCCN(C)C)C(=S)NCc3ccccc3)c(=O)[nH]c2c1C | i | i | i | i | i | nt | i | -1 | i | -4 | i
Cn1c(CNC(=O)c2ccc(F)cc2)cc2ccccc21 | i | i | i | i | i | 10 | i | 3 | i | -4 | i
Cc1ccc2ccccc2[n+]1CCCS(=O)(=O)[O-] | i | i | i | i | i | -4 | i | -5 | i | -1 | i
COc1ccccc1NC(=O)c1ccc(NC(=O)CN2C(=O)CN(C)C2=O)cc1 | i | i | i | i | i | -2 | i | -8 | i | 3 | i
CCC(=O)N1CCN(c2ccccc2NC(=O)COc2cc(C)ccc2C(C)C)CC1 | i | i | -8.2* | i | i | 12 | i | -5 | i | 10 | i
CCOC(=O)C1=C(O)/C(=C\c2cc(C)n(-c3ccc(F)cc3)c2C)N=C1C | i | i | i | i | i | -1 | i | -8 | i | 7 | i
COc1ccc(-c2ccc(-c3noc(C)n3)c(OC)n2)cc1 | i | i | i | i | i | -8 | i | -7 | i | 6 | i
CCOC(=O)C(NC(=O)Nc1cccc(C)n1)(OCC(F)(F)F)C(F)(F)F (stereo not drawn) | i | i | i | i | i | 8 | i | -9 | i | -4 | i
O=C(Cc1ccccc1[N+](=O)[O-])NCc1ccc(Cl)cc1Cl | i | i | i | i | i | 6 | i | -6 | i | -7 | i
CCOc1ccc(N2CC(C(=O)N3CCCCC3)CC2=O)cc1 (stereo not drawn) | i | i | i | i | i | -10 | i | -2 | i | 0 | i
Oc1ccccc1CNc1cccc2cccnc12 | i | i | -7.3* | i | i | 3 | i | -9 | i | 4 | i
